Compound activity as filed in PubChem BioAssay.
ERp5 inh = blocks human ERp5 reductase activity on insulin; Q15084; ERp5 insulin aggregation, absorbance 650 nm, 90 min; inhibition, % at 9.99 µM; 0.05% of 350,000 active; AID 651711;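 active means mean replicate inhibition above about 25%, with every replicate also reaching it, limit read from the data, passing the limit was not always enough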
Target sequence (Q15084 whole entry, looked up): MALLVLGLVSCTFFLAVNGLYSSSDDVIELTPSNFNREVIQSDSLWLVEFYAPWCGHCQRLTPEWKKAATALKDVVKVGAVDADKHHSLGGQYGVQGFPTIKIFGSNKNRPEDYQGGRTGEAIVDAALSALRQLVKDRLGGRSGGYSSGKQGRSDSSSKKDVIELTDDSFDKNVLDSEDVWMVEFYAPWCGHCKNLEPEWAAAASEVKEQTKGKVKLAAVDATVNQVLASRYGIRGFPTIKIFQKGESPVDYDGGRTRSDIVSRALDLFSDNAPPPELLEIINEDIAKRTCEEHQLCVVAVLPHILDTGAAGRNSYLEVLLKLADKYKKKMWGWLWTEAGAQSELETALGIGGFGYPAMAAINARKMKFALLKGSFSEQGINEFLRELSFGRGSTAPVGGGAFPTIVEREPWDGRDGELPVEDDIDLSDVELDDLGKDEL
PglD DTNB = PglD (C. jejuni) enzyme inhibition; purified PglD enzyme, DTNB colorimetric CoA detection; inhibition, % at 12.5 µM; 0.098% of 360,000 active; AID 602405; in the data active means inhibition above about 16%, passing the limit was not always enough; further: strong numbers were not always called active
RAD52 anneal inh = inhibitors of human RAD52 DNA annealing. P43351. recombinant RAD52 DNA annealing, FRET fluorescence. inhibition, % at 18.7 µM. 0.46% of 360,000 active. AID 651710;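 active means every replicate showing at least 50% inhibition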
esBAF inh = blocks esBAF chromatin remodeling in mouse ES cells; Bmi1-luciferase knock-in reporter, 24 h; 100% = twice the neutral-well signal; reporter increase, % at 12.5 µM; 2% of 350,000 active; AID 602393; in the data active means activation above about 40%;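 further: 0% = median of the plate's neutral control wells and 100% = double that signal; a rise in the Bmi1 reporter signal indicates esBAF inhibition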
ARNT TACC3 PPI = disruptors of human ARNT/TACC3 interaction | inhibition, % at 9.99 µM | AlphaScreen His-ARNT PAS-B/GST-TACC3 binding, luminescence; TACC3 fragment carries E629A point mutation | 0.66% of 390,000 active;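 active means mean inhibition of replicates at least 50% and at least half of replicates each reaching 50%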;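 further: 0% = complete ARNT plus TACC3 wells and 100% = ARNT alone without TACC3; many hits fall short of the cut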
Casp6 inh = caspase-6 (human) enzyme inhibition; purified caspase-6, Z-VEID-R110 cleavage fluorescence; inhibition, % at 12.5 µM; 0.53% of 350,000 active;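 active means mean inhibition across replicates at least about 35%, with every replicate also reaching that limit, limit read from the data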;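 further: 0% = median of neutral control wells and 100% = no fluorescence left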
Target sequence (P55212 24-179 limits assumed): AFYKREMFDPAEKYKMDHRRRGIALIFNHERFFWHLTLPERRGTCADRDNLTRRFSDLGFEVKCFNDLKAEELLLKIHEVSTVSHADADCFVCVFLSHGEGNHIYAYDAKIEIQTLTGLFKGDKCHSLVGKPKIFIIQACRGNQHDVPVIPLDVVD
Target sequence (P55212 194-293 limits assumed): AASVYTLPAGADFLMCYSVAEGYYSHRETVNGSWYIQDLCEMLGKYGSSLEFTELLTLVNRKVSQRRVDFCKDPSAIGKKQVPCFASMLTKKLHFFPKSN
E-sel inducer = induces E-selectin expression in human endothelial cells; activation, % at 7.58 µM; HUVEC E-selectin immunofluorescence imaging; normalized: neutral wells 0, TNF-alpha wells 100; 0.37% of 260,000 active;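 active means mean E-selectin-positive cell signal at least 10% of the positive control, reached in at least 60% of replicates, without over 20% cell loss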;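 further: in these data hits start at about 27%; measured in HUVEC primary endothelial cells; signal is the percent of cells scored E-selectin positive by PE staining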
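Read-out: % PE-positive cells | Test system: HUVEC | Doses: One compound dose added by pin transfer | Buffer or medium: EGM-2 over gelatin coat | Signal: Immunofluorescence imaging | Benchmarks: TNF-alpha, DMSO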
RAD54 branch = blocks human RAD54 Holliday junction branch migration; Q92698; FAM/BHQ fluorescence; inhibition, % at 10.4 µM; 0.14% of 360,000 active; AID 602329;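 active means mean normalized replicate activity at least 40 and at least half of replicates scoring 40 or more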;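 further: 0% = median of neutral control wells and 100% = median of positive control wells; inhibitors cause a drop in the FAM fluorescence signal; in these data hits start at about 50%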
* marks the source's active call; other numbers are inactive results; / = not tested or not shown. This is a subset. The share of hits here may be higher or lower than overall.

SMILES	ERp5 inh	PglD DTNB	RAD52 anneal inh	esBAF inh	ARNT TACC3 PPI	Casp6 inh	E-sel inducer	RAD54 branch
O=C1OCc2cc(N=Nc3c(O)[nH]c(=O)[nH]c3=O)ccc21	1	0	11	/	0	1	-0.1	4
COC(=O)[C@@H]1[C@@H](CO)[C@@H]2Cn3c(ccc(C4=CCCCC4)c3=O)[C@H]1N2C(=O)CC1CC1	6	0	-3	-1	-1	4	0.1	-6
CCc1sc(C(=O)N2CCC3(CC2)OCCO3)cc1Br	/	-1	/	2	-14	/	/	3
CCCCOC1OCN(C2CCCCC2)CC1(C)C (configuration not stated)	1	1	-9	-1	/	-4	0.0	8
CN(c1ccccc1)P(=O)(N1CC1)N1CC1	-13	/	-6	/	-2	-78	-0.1	/
N=C1SCC(=O)N1Cc1ccccc1	0	/	4	/	-2	-4	/	/
CSc1ccc(CNC(C)C(O)c2ccccc2)cc1 (configuration not stated)	5	-1	-2	-7	3	0	/	-3
CCN1C[C@]2(OC(=O)c3ccccc3NC(C)=O)CCC(OC)C34C5C[C@H]6C(OC)[C@]5(O)[C@](O)(C[C@@H]6OC)C(C[C@@H]32)[C@H]14 (some centres not stated)	-2	5	-11	-14	4	1	/	8
O=c1[nH]c(=S)n(C2CC2)c(O)c1C=NCCc1ccccc1	3	/	1	/	/	0	-0.3	/
O=C(Nc1nccs1)c1c(O)c2c(n(Cc3ccco3)c1=O)CCCC2	7	-9	-10	/	-3	4	0.3	-2
O=S1(=O)CC2(N3CCOCC3)CCCCCCC21 (configuration not stated)	-11	-5	-6	-6	-6	-1	/	5
Nc1c2c(nc3ccccc13)CCN(Cc1ccccc1)C2	3	2	-24	7	/	-14	0.7	4
Cc1cccc(NC(=O)N2C[C@H]3C[C@@H](C2)c2cccc(=O)n2C3)c1	-1	3	-12	0	0	-6	/	1
CCOC(=O)c1ccccc1NC(=O)c1c(O)[nH]c(=O)[nH]c1=O	/	-1	/	-8	-4	/	0.1	4
O=C1CC(=O)N(c2cccc(C(F)(F)F)c2)C(=O)N1	4	-1	-90	-7	10	4	-0.1	0
COc1ccc(/C=C/C(=O)c2c(O)n(CCC3=CCCCC3)c(=O)[nH]c2=O)cc1	1	/	-32	/	-5	5	/	/
Nc1ccc2ccccc2c1	-7	-3	-2	19	7	0	0.7	-5
O=C1NC(c2cc3ccccc3nc2Cl)Nc2ccccc21 (configuration not stated)	10	-3	1	/	8	-3	/	0
COc1ccc(OC)c(NC(=O)N2C[C@H]3C[C@@H](C2)c2cccc(=O)n2C3)c1	2	3	0	-6	-1	-3	/	-1
CNC(=O)O/N=C/c1nn(C(=O)C(C)(C)C)cc1Br	-10	-5	-10	-6	-4	-2	-0.2	-15
CCNc1ccc(P(=S)(N(C)C)N(C)C)cc1	0	7	-10	4	-8	-1	/	-1
c1ccc(C2(N3CCCCC3)CCCCC2)cc1	-3	3	-1	14	17	8	/	-12
CSCCC(c1nnnn1C1CCCCC1)N1CCC2(CC1)C(=O)NCN2c1ccccc1 (configuration not stated)	6	-4	-7	3	/	-2	-1.5	-3
CCOC(=O)C(O)(c1ccc(N(CC)C(=O)OC)cc1)C(F)(F)F (configuration not stated)	/	-6	/	-7	-3	/	/	-4
Fc1ccccc1CNC1CN2CCC1CC2 (configuration not stated)	-5	/	-5	/	-4	0	0.0	/
C=C1C2C[C@@]3([C@@H]1O)[C@@H](C[C@@H]2O)[C@@]12C4[C@@H]3C[C@@H]1[C@@](C)(CC[C@@H]2O)CN4CC	3	6	-12	5	-3	2	-0.1	-6
C[C@H]1OC[C@@H](C[N+](C)(C)C)O1	2	-2	-1	5	-2	-8	-0.2	6
CCOc1cc(/C=C2\C(=O)NC(=O)N(CCc3ccc(F)cc3)C2=O)ccc1O	-1	/	-117	0	6	10	1.8	/
COc1cc(/C=C2\C(=O)NC(=O)N(CCc3ccc(F)cc3)C2=O)ccc1O	10	/	-178	/	10	23	/	/
COC(=O)C1=C(c2ccc(OC(F)(F)F)cc2)C[C@@H]2CC[C@H]1N2C(=O)N1CCOCC1	-9	1	-22	5	-8	0	-0.1	0
O=[N+]([O-])c1ccc(C2C3C(c4ccccc4)=NC4(CCCCC4)N32)cc1 (configuration not stated)	/	-2	/	-3	-85	/	/	-8
c1cc2c(cc1C1OCC3C(c4ccc5c(c4)OCO5)OCC13)OCO2 (configuration not stated)	7	-1	0	20	-3	-1	/	-3
O=C(Cc1ccncc1)N1CCCCN2[C@@H](CO)[C@@H](c3ccc(-c4ccncc4)cc3)[C@@H]2C1	0	9	-11	/	1	-2	0.4	-12
O=CC(Cl)P(=O)(N1CCOCC1)N1CCOCC1 (configuration not stated)	1	8	-9	/	-6	0	/	1
c1cc(CCN2CCCC2)ccn1	0	5	-27	-4	1	-21	/	-10
COC(=O)C1=COC(C)C2CN3CCc4c([nH]c5cc(OC)ccc45)C3CC12 (configuration not stated)	7	0	-174	1	/	-2	/	-13
COc1cccc(N2C(=O)NC(=O)/C(=C/c3ccc4c5c(cccc35)CC4)C2=O)c1	-5	/	-87	/	/	23	2.1	/
Cc1c(-c2cccc(Cl)c2)nc2ccccc2c1C(=O)N1CCC2(CC1)OCCO2	-4	0	-6	2	-39	7	0.0	-2
COC(=O)C1=C(c2ccc(-c3ccccc3)c(F)c2)C[C@@H]2CC[C@H]1N2C(=O)N1CCCCC1	9	4	-10	9	5	-4	0.0	-2
COc1cc(OC)c(OC)cc1CN1CCN(C(=O)Cc2ccccc2)CC1	-5	-1	-1	-1	-7	-5	/	2
CN1C(=O)N(C)C(=O)C(CCc2ccccn2)(CCc2ccccn2)C1=O	/	-2	/	8	15	/	/	-7
CC1(C)CC(=O)C(C=NCCN2CCN(C(=O)Cc3ccccc3)CC2)=C(O)C1	-4	-1	-9	-1	1	-5	/	0
CCCCCn1c(N)c(C(=O)NCCN2CCOCC2)c2nc3ccccc3nc21	/	2	/	-2	-55	/	/	25
O=C(NCc1ccccc1)c1cccn(Cc2cccc(Cl)c2)c1=O	-5	2	-7	10	-7	0	0.9	-5
C[C@H]1CCC/C=C/[C@@H]2C[C@H](O)C[C@H]2[C@@H](O)/C=C/C(=O)O1	-1	/	-10	/	-3	-1	-0.4	/
COc1ccc2c(c1O)[C@]13CCN(C)[C@H](C2)[C@@H]1CCC(=O)C3	14	/	-15	/	-18	1	/	/
CCOC(=O)c1cc(C)n(CCc2cnc[nH]2)c1C	/	4	/	11	2	/	/	5
CCOC(=O)[C@]12Cc3cc(OC)ccc3[C@H]1N(CCC(=O)OC)C(=O)c1cc(OC)ccc12	-2	/	-10	/	/	1	-0.1	/
COc1ccc(-c2nn(CCC#N)cc2C(=O)Nc2ccc(C(C)=O)cc2)cc1	2	2	-8	15	0	4	/	-10
C/C=C/c1ccc(C2[C@@H]3CN(Cc4cocn4)C[C@H]2N3)cc1 (some centres not stated)	-3	/	56*	/	/	-1	0.1	/

New compounds follow.
SMILES	ERp5 inh	PglD DTNB	RAD52 anneal inh	esBAF inh	ARNT TACC3 PPI	Casp6 inh	E-sel inducer	RAD54 branch
CC1(C)CN=C(Nc2ccccc2C(F)(F)F)S1	/	6	/	8	-3	/	/	-3
COc1ccc(CN2Cc3cc(-c4ccccc4)ccc3-n3nncc3C2)cc1	1	4	-8	-4	/	0	-0.7	-4
Cc1nc2ccccc2c(=O)n1-c1c(Cl)cccc1Cl	5	/	38	3	/	1	-1.2	13
FC(F)(F)c1ccc2c(c1)NP(=S)(N1CCOCC1)c1nccn1-2 (configuration not stated)	0	-3	7	-8	-23	0	/	3
CCN1CCC(NCC2CCCCC2)CC1	3	5	-2	9	/	-13	/	3
Cc1ccc(OCCn2cccc2/C=C2/C(=O)NC(=O)N(Cc3ccco3)C2=O)cc1	1	/	-115	/	7	76*	0.0	/
O=C1CC=C2C3CC4N(CCC45c4ccccc4N1C25)CC3=CCO (configuration not stated)	-2	3	1	-2	0	1	0.4	0
O=C(Cn1c2c(c(-c3ccccc3Cl)cc1=O)CCC2)N1CCC2(CC1)OCCO2	/	-1	/	2	-1	/	/	-5
COC(=O)c1cn(Cc2ccc(F)cc2)c2ccccc12	2	-2	-41	-2	/	1	-0.7	-17
O=C(C[N+]12CCC(CC1)C(CO)C2)c1ccc(Br)cc1 (configuration not stated)	4	1	0	3	5	-2	/	1

Four entries from above, in CSV form.
structure,ERp5 inh,PglD DTNB,RAD52 anneal inh,esBAF inh,ARNT TACC3 PPI,Casp6 inh,E-sel inducer,RAD54 branch
O=C(Cn1c2c(c(-c3ccccc3Cl)cc1=O)CCC2)N1CCC2(CC1)OCCO2,/,-1,/,2,-1,/,/,-5
CC1(C)CN=C(Nc2ccccc2C(F)(F)F)S1,/,6,/,8,-3,/,/,-3
O=C1CC=C2C3CC4N(CCC45c4ccccc4N1C25)CC3=CCO (configuration not stated),-2,3,1,-2,0,1,0.4,0
Cc1nc2ccccc2c(=O)n1-c1c(Cl)cccc1Cl,5,/,38,3,/,1,-1.2,13

More entries follow:
SMILES	ERp5 inh	PglD DTNB	RAD52 anneal inh	esBAF inh	ARNT TACC3 PPI	Casp6 inh	E-sel inducer	RAD54 branch
CC1(C)OC(c2ccccc2)=C/C(=C/C=C2C(=O)NC(=S)NC2=O)O1	-2	/	-129	/	/	4	533*	/
Cc1ccccc1-c1ccc2c(c1)CNCc1cnnn1-2	-3	3	-4	30	/	1	0.4	-2
CCN1CCN(c2ccc(N)cc2C)CC1	3	/	100*	/	48*	-69	-0.1	/
COC(=O)C1=C(c2ccc(OC(F)(F)F)cc2)C[C@@H]2CC[C@H]1N2C(=O)N1CCC(O)CC1	-3	-7	-21	-27	-3	-5	-0.2	6
Cc1ccc(S(=O)(=O)N2CCC(C(=O)N3CCC4(CC3)OCCO4)CC2)cc1	/	3	/	-12	-2	/	/	-2
Cn1c(O)c(C=NC2CCN(Cc3ccccc3)CC2)c(=O)n(C)c1=O	-1	-4	-13	-3	1	-4	4.7	7
ClCCN1CCN(c2ccnc3cc(Cl)ccc23)CC1	1	-9	68*	-5	-11	-124	/	30
COc1ccc(CCNC2(C#N)CCCCC2)cc1OC	-3	7	-8	-6	/	0	/	4
O=C(Cc1cccnc1)N1CCCCN2[C@H](CO)[C@@H](c3ccc(C#CC4CC4)cc3)[C@H]2C1	1	6	13	/	/	-1	/	-8
CC(C(=O)c1c[nH]c2ccccc12)N1CCc2ccccc2C1 (configuration not stated)	/	-11	/	10	5	/	/	-16

Exported bar-delimited: part of the list above.
Compound | ERp5 inh | PglD DTNB | RAD52 anneal inh | esBAF inh | ARNT TACC3 PPI | Casp6 inh | E-sel inducer | RAD54 branch
ClCCN1CCN(c2ccnc3cc(Cl)ccc23)CC1 | 1 | -9 | 68* | -5 | -11 | -124 | / | 30
COC(=O)C1=C(c2ccc(OC(F)(F)F)cc2)C[C@@H]2CC[C@H]1N2C(=O)N1CCC(O)CC1 | -3 | -7 | -21 | -27 | -3 | -5 | -0.2 | 6
CCN1CCN(c2ccc(N)cc2C)CC1 | 3 | / | 100* | / | 48* | -69 | -0.1 | /
Cn1c(O)c(C=NC2CCN(Cc3ccccc3)CC2)c(=O)n(C)c1=O | -1 | -4 | -13 | -3 | 1 | -4 | 4.7 | 7
CC1(C)OC(c2ccccc2)=C/C(=C/C=C2C(=O)NC(=S)NC2=O)O1 | -2 | / | -129 | / | / | 4 | 533* | /

Other compounds:
SMILES	ERp5 inh	PglD DTNB	RAD52 anneal inh	esBAF inh	ARNT TACC3 PPI	Casp6 inh	E-sel inducer	RAD54 branch
Fc1cccc(CNCCc2c[nH]c3ccccc23)c1	3	4	-55	2	15	0	0.2	-3
COC(=O)C1=C(C)NC(=S)NC1c1ccc(N(CCCl)CCCl)cc1Cl (configuration not stated)	-3	/	-40	/	-5	1	-0.1	/
COc1ccc(C#Cc2ccc([C@H]3[C@@H](CO)N4CCCCN(C(=O)Cc5cccnc5)C[C@H]34)cc2)cc1	6	0	-7	/	0	-3	-0.1	0
CCC1C2Cn3c(nc4ccccc43)C1N(C)O2 (configuration not stated)	-5	-2	0	3	-6	-2	0.5	-7
Cc1cc(OC(C)C(=O)NCc2ccncc2)c2c3c(c(=O)oc2c1)CCCC3 (configuration not stated)	6	-2	-7	1	-7	-2	/	-3
